# TNF death inh: TNF-alpha cell death inhibition in Jurkat FADD-/- cells; Jurkat FADD-/- TNF necroptosis rescue, ATP luminescence, 24 h; 0 = TNF only, 100 = no-TNF cells; activation (protection from cell death), % at 10 µM; 0.068% of 220,000 active; AID 463075;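 active = activation, meaning protection from cell death, of at least 50% relative to plate controls; inactive = activation below 50%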;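 also: necroptosis triggered by 40 ng/mL TNF-alpha added together with compound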
# zfTRPN1 agonist: agonists of zebrafish TRPN1 channel. HEK293 zebrafish TRPN1-YFP, Fluo-8 calcium fluorescence; 100% = response to 87 µM carbachol. AID 1424. activation, % at 3 µM. 0.18% of 220,000 active;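 active = activation above its plate's cutoff, the mean activation of test wells on that plate plus 3 SD, cut at about 19% in these data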;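 also: 0% = DMSO alone and 100% = 87 µM carbachol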
#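 Material – zebrafish TRPN1-YFP in HEK293 cells · Doses – 3 µM single point · Schedule – dye 1 h 37 °C plus 30 min RT · Signal – Fluo-8 calcium fluorescence, excitation 470-495 nm, emission 515-575 nm · Read-out – % activation versus carbachol response · Control set – carbachol high, DMSO low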
# CHOP inh: CHOP inhibition in unfolded protein response | CHO-K1 CHOP-promoter luciferase, tunicamycin-induced, 15-18 h | inhibition, % at 10 µM | 3.8% of 220,000 active | AID 2732;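 active = compounds that reduced the stress-induced luciferase reporter signal by more than about 70% of percent inhibition, limit read from the data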;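 also: 0% = tunicamycin plus vehicle and 100% = wells without tunicamycin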
# EBV gp42 inh: blocks Epstein-Barr virus glycoprotein 42 binding. Q1HVG2. Fluorescence polarization binding assay, mP read-out. inhibition, % (tested at 21.74 µM). 0.42% of 220,000 active; in the data active = inhibition above about 50%
# TRPML3 agonist: activates the human TRPML3 channel | HEK293 TRPML3-YFP, Fluo-8 calcium fluorescence; 100% = the carbachol control signal | activation, % at 3 µM | 0.29% of 220,000 active;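 active = activation above its plate's cutoff, the mean activation of the plate's test wells plus 3 SD, cut at about 12% in these data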;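 also: 0% = DMSO only wells and 100% = carbachol wells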
# Target sequence (Q8TDD5 whole entry, looked up): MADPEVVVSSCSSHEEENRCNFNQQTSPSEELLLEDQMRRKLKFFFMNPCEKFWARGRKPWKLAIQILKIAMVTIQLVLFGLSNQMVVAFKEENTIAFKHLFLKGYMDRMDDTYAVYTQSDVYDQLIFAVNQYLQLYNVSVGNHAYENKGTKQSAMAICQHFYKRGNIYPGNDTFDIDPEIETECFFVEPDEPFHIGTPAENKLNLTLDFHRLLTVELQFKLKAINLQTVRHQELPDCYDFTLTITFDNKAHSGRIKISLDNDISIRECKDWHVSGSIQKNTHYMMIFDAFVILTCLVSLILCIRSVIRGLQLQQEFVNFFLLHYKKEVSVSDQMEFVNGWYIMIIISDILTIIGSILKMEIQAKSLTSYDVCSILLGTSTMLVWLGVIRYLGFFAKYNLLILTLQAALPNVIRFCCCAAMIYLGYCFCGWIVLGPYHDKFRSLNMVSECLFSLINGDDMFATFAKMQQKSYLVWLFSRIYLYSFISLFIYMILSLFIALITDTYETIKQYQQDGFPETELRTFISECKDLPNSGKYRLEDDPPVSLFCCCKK
#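 Material: TRPML3-YFP stable HEK293 cells | Dosing: One concentration, 3 µM nominal, 0.3% DMSO | Timing: 125 s total fluorescence read per well | Technique: Fluo-8 calcium dye fluorescence, ex 470-495, em 515-575 nm | Measure: Percent activation from peak-to-basal fluorescence ratio, scaled between DMSO and carbachol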
# Mdm2 ligase inh: Mdm2 E3 ligase (human) inhibition; Q00987; cell-based MDM2 ubiquitination luciferase reporter, 2 h; 0 = plate control, 100 = twice control, blank-subtracted; signal enhancement, % at 5 µM; 0.11% of 210,000 active; AID 1230;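 active = signal enhancement of 30% or more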;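 also: luminescence tracks abundance of the self-degrading MDM2-luciferase fusion protein; higher signal means inhibition of MDM2 E3 ligase activity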
# Target sequence (Q00987 whole entry, looked up, the tested form may be a part): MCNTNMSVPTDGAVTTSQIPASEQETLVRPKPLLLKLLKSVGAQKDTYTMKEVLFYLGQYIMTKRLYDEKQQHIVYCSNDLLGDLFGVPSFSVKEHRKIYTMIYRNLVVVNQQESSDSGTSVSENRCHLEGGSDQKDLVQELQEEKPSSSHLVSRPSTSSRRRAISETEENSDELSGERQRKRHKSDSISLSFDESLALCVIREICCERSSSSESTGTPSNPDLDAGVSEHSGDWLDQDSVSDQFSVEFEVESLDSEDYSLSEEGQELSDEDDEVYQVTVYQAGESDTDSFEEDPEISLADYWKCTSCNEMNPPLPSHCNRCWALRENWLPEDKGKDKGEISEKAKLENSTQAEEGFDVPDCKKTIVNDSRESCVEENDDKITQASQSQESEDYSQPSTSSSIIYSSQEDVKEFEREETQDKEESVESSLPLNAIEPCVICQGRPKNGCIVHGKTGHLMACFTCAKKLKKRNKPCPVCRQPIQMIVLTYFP
#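 system = mammalian cells stably expressing self-ubiquitinating, self-degrading MDM2 E3–luciferase fusion | quantity = 2000 cells per well seeded | incubation = 4 h cell settling then 2 h compound exposure, 37 °C | signal = SteadyLite luminescence, 15 min reagent step | benchmarks = plate control and blank wells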
# NCF1 inh: blocks human p47phox regulatory protein of NADPH oxidases | P14598 | p47phox/p22phox peptide binding, fluorescence polarization, 2 h | inhibition, % at 24.7 µM | 0.53% of 220,000 active | AID 1274;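 active = inhibition above about 30%, limit read from the data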;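 also: 0% = p47phox with labelled peptide and 100% = labelled peptide alone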
# PPC-1+TRAIL kill: compounds killing PPC-1 cancer cells with TRAIL present (potentiator screen, no TRAIL-free arm); AID 1443; PPC-1 cells + TRAIL, ATPLite viability luminescence; cell killing (% activity), % at 4 µM; 0.41% of 220,000 active;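 active = cell killing above 50% in the first pass at 4 µM, then a duplicate retest at 5 µM averaging 50% or more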;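 also: plate controls were cells with TRAIL plus DMSO for no effect and medium-only wells lacking cells for full effect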
# Runt-SMMHC FRET: Runt domain-CBFb-SMMHC interaction inhibition; Q01196+Q13951; Cerulean-Runt/Venus-CBFb-SMMHC FRET ratio 530/480, 1 h; inhibition, % at 20 µM; 0.74% of 220,000 active;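 active = mean inhibition across duplicate retests at 20 µM reaching about 50%, limit read from the data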;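 also: 0% = DMSO wells and 100% = wells with excess untagged CBFb-SMMHC; inhibitors lower the FRET ratio by blocking Runt binding to CBFb-SMMHC; some results filed as inactive read as strong as hits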
# Numbers without * were called inactive; · = not tested or not shown; [ ] = another dose, or the depositor's remark.
canonical_smiles	TNF death inh	zfTRPN1 agonist	CHOP inh	EBV gp42 inh	TRPML3 agonist	Mdm2 ligase inh	NCF1 inh	PPC-1+TRAIL kill	Runt-SMMHC FRET
Nc1n[nH]c2c1C1(CCCCC1)Cc1ccccc1-2	4.9	0.8	50.2	-21.2	0.2	-6.0	-7.6	8.3	-15.5
COc1ccc(C(=O)COC(=O)CNS(=O)(=O)c2ccc(C)cc2)cc1	-0.5	-0.9	-13.1	-13.7	-0.2	-11.0	-28.5	21.6	4.3
O=C(CCN1C(=O)COc2ccccc21)NCCN1CCN(c2cccc(Cl)c2)CC1	0.2	0.7	32.6	-16.9	0.9	-15.9	-10.6	-11.8	-0.3
NS(=O)(=O)c1ccc(CCNC(=O)C2CCN(S(=O)(=O)c3cnc[nH]3)CC2)cc1	-0.3	-0.1	1.3	-6.6	1.2	-15.2	-33.9	1.5	3.2
CCCCCCCCC[n+]1cccc2c3ccccc3ccc21	-20.3	4.0	16.8	-31.9	1.7	-66.1	18.8	29.5[5 µM]	1.0
CCCNCc1cc(OC)c(OCC(=O)Nc2ccccc2)cc1Br	4.2	0.8	17.8	-11.5	0.0	-9.5	-6.8	11.5	0.8
O=C(Nc1ccccc1N1CCOCC1)c1ccc(Cl)nc1	1.1	1.6	13.4	0.0	-0.7	-10.2	0.8	-1.2	-3.6
O=C(N/C(=C/C=C/c1ccccc1)C(=O)N1CCCCC1)c1ccc([N+](=O)[O-])cc1	2.4	1.4	38.1	21.7	0.8	-16.4	-1.4	-3.8	0.7
CC(=O)c1c(C)[nH]c(C(=O)OCC(=O)Nc2ccc(C)cc2[N+](=O)[O-])c1C	-5.1	4.4	89.4*	6.8	3.4	-27.4	-11.0	8.8	-3.9
O=c1c2ccccc2c(-c2ccccc2)nn1-c1ccccn1	0.3	-0.5	38.6	-17.4	-0.1	-6.8	2.1	5.2	-3.9
Cc1ccc(OCCNS(=O)(=O)c2ccc(N3CCCC3=O)cc2)cc1C	-0.4	5.2	56.1	-8.8	2.5	-23.4	-10.7	13.7	1.9
O=C(CCn1cnnn1)Nc1cccc(F)c1	1.9	0.2	17.8	-1.5	0.8	17.9	2.5	19.6	-0.5
O=C(Nc1ncccc1O)c1c(O)c2ccccc2[nH]c1=O	0.1	1.2	2.8	1.1	0.7	-9.1	-12.5	2.6	-0.5
CCCC(=O)C1=C(O)C(C(=O)OC)C(C)(C)CC1=Nc1ccc(N)cc1 (centres undefined)	-3.0	-0.4	-4.3	-4.1	-0.5	-14.2	-9.6	-8.8	4.8
N#Cc1ccc(-c2ccc(OCC(=O)NCC(=O)Nc3ccc(F)c(F)c3F)cc2)cc1	1.0	0.1	48.2	-25.4	0.4	-8.9	16.9	27.7	2.7
COc1ccc(OCC(O)CNCCNc2nccc(C(F)(F)F)n2)cc1 (centres undefined)	5.0	0.4	3.9	-5.2	0.4	-12.4	5.6	13.2	-4.0
CC1(C)C2CCC13CS(=O)(=O)NC3C2 (centres undefined)	-0.6	0.1	-2.7	-14.5	0.5	1.8	-8.5	-9.4	10.8
O=C(NCC(c1cccs1)N1CCOCC1)c1ccc(Br)o1 (centres undefined)	-15.6	-0.7	·	-13.3	0.5	-17.6	-16.4	6.0	3.0
Cc1cc([N+](=O)[O-])ccc1NCc1ccccc1[N+](=O)[O-]	-0.3	0.7	16.8	-8.2	0.4	-1.8	-6.0	1.9	13.2
COc1ccc(Cl)cc1NC(=O)c1ccccc1C	3.3	-1.6	5.0	-20.9	-0.5	-9.6	-10.0	11.1	-2.4
CCN(CC(=O)NC(C)C)C(=O)c1ccc(S(=O)(=O)N(C)c2ccccc2OC)cc1	-1.7	0.8	9.4	-0.6	0.7	-6.2	-4.9	4.7	-3.1
O=C(COC(=O)/C=C/c1ccc(Br)o1)Nc1ccccc1F	-0.3	-0.3	19.9	3.3	1.2	-4.6	-24.9	11.5	-4.0
COCCCNC(=O)CCCCCNS(=O)(=O)c1ccc(Br)cc1	0.2	0.2	-21.4	2.5	0.4	-11.9	3.6	17.8	-3.7
Cc1ccc(C(=O)N2CCN(c3cc4c(cc3[N+](=O)[O-])n(C)c(=O)n4C)CC2)cc1	-3.6	3.5	-8.3	-11.8	1.5	-12.2	-6.5	-1.9	3.7
CC(C)(C)C(=O)N1CCC(O)(CS(=O)(=O)Cc2ccccc2)CC1	1.2	1.5	8.6	-17.8	0.1	-12.4	-4.8	-2.4	-1.5
Cc1nnc(NC(=O)CSc2ccc(-c3ccc(Cl)cc3)nn2)s1	-0.7	-1.9	-9.3	0.5	0.7	-2.6	16.1	-5.7	-3.1
O=S(=O)(c1ccc(NC2CCCCC2)cc1)N1CCOCC1	-0.2	-0.1	7.2	-5.3	0.6	-6.2	-7.0	-5.3	1.4
CCOC(=O)C1=C(C)NC(=S)NC1c1ccc(-c2ccc(Cl)cc2)o1 (centres undefined)	-2.3	-1.4	71.8*	-15.3	0.6	0.9	-52.3	24.2	31.4
O=C(CSc1nnnn1-c1ccc(O)cc1)N1N=C(c2ccc3ccccc3c2)CC1c1ccccc1 (centres undefined)	-2.0	1.4	24.6	-18.1	0.0	-13.2	-32.7	8.6	-1.9
O=Cc1cn(CC(=O)Nc2ccc3c(c2)OCO3)c2ccccc12	-0.5	5.9	8.8	5.1	3.5	-20.7	-8.8	-16.0	0.1
CCOC(=O)c1c(NC(=O)c2ccc(C)cc2)sc2c1CC(C)(C)NC2(C)C	7.9	0.6	-9.4	-12.9	1.2	-2.9	-27.2	25.1	1.2
O=C(CCC(=O)OCC(F)(F)C(F)F)NCc1ccccc1	-1.1	1.1	0.2	10.0	0.6	-18.8	-3.8	6.0	-1.0
Cc1ccc(-n2c3c(cc(C(=O)NCc4ccco4)c2=O)C(=O)CCC3)cc1	-1.3	-0.3	26.2	-13.7	0.1	-2.8	-14.9	8.2	0.6
C=CCN(CC=C)C(=O)C1CCC(C(=O)N(CC=C)CC=C)CC1 (centres undefined)	-2.1	0.2	5.9	-0.5	0.3	-0.5	1.8	12.8	-3.2
O=C1C=C(NC2CC2)C2(CCCCC2)O1	-0.6	0.8	-2.2	0.3	-0.1	-11.1	5.2	4.2	3.7
O=C(O)CSc1nnc(Cc2cccc3ccccc23)n1-c1cc(C(F)(F)F)cc(C(F)(F)F)c1	1.1	-0.9	11.1	-15.5	1.3	-5.0	-12.0	8.9	3.4
O=C1C=C(c2ccc(Cl)cc2)C(=O)N1Nc1ccccc1	-11.9	1.3	108.0*	-9.6	1.6	1.4	0.2	4.6	17.5
O=C(Nc1nccs1)C(c1ccccc1)N1CCCCC1 (centres undefined)	-0.3	-0.8	-5.4	-6.2	-0.2	-2.3	-3.1	10.4	-2.4
Fc1cccc(CSc2nc3ncccc3[nH]2)c1	-3.0	-1.1	-5.0	-26.0	-1.1	8.5	-14.4	42.1	3.1
CC(C)C[C@H](NC(=O)c1nc[nH]c1C(=O)N[C@@H](CC(C)C)C(=O)OC(C)(C)C)C(=O)OC(C)(C)C	5.8	·	28.0	-11.3	·	18.6	-35.8	5.9	0.3
C=CCSC(=S)Nc1c(C)n(C)n(-c2ccccc2)c1=O	-0.6	1.5	8.9	4.8	0.4	-15.8	-0.5	-1.6	0.1
CCn1c(SCc2ccc(C(=O)OC)o2)nc2sc3c(c2c1=O)CCCC3	-3.2	0.0	-3.7	-12.5	1.1	-54.5	-15.5	-19.1	-1.6
Cc1ccc(NC(=O)Nc2ccc([N+](=O)[O-])cc2)nc1	3.4	0.6	70.5*	-6.5	1.0	-13.8	-1.0	-6.5	2.5
CC(=O)Nc1ccc(SC[C@H](c2ccccc2)N2CCN(CCc3ccccc3)CCC2=O)cc1	-0.5	·	-19.4	-11.2	·	12.9	-12.8	10.7	2.5
COc1cccc(C2c3c(-c4cc(Cl)c(C)cc4O)n[nH]c3C(=O)N2Cc2cccnc2)c1 (centres undefined)	-2.8	-1.1	75.3*	-12.0	-0.1	-10.3	-12.6	10.8	2.2
CCOC(=O)c1cc(-c2ccccc2)n(CCC(=O)O)c1C	0.2	0.8	19.9	28.9	0.1	-8.0	-192.5	4.1	-3.2
CC(C)NC(=O)COc1ccc(OCc2ccccc2)cc1	1.8	2.0	-20.8	-11.7	0.0	-1.7	4.0	14.8	-0.8
CCOc1ccc(-c2cnc(SCC(N)=O)nc2N)cc1	-2.4	0.7	-25.1	-11.4	0.7	-1.6	-5.8	7.7	-0.8
CC(C)n1c(=S)[nH]c2ccccc21	-1.1	-0.5	2.8	-18.2	-0.2	-15.2	-2.9	-7.6	0.7
CCN(CC)C(=O)CN1C(=O)COCC1=O	0.8	0.9	21.6	0.4	1.3	-4.5	-11.7	2.0	-0.4
CCC(=O)NC(=S)Nc1ccc(NC(=O)c2ccc(OC)cc2)cc1	1.5	1.1	51.6	3.0	0.4	·	-22.9	16.4	-1.6
Cc1cc(C)c(S(=O)(=O)N2CCN(c3ccc([N+](=O)[O-])c(NCC4CCCO4)c3)CC2)c(C)c1 (centres undefined)	-5.5	-1.7	-22.6	8.3	0.1	27.7	1.9	4.0	-5.4
O=C(CSCc1ccccc1Br)N/N=C/c1ccccc1C(=O)O	0.4	-0.2	1.0	2.4	0.5	-1.5	7.0	-0.1	-0.8
O=C(NCC(O)c1ccc([N+](=O)[O-])cc1)c1cccc(S(=O)(=O)N2CCCC2)c1 (centres undefined)	-0.5	2.0	-3.0	-11.5	1.8	-6.2	1.5	9.8	-2.9
Cc1c(-c2ccccc2)nc(N)c(C#N)c1-c1ccco1	0.9	-0.2	21.4	-11.3	-0.2	-5.2	-22.9	17.0	-50.5
CCOC(=O)c1nc(N)c(C(=O)OCC)[nH]1	0.2	0.4	14.6	-2.9	0.1	-10.5	-18.7	-10.2	-0.8
CN(C)C(=O)COC(=O)c1cccnc1Nc1ccccc1F	0.5	1.4	27.6	-5.2	-0.1	-73.2	-0.3	6.0	2.8

# As entered above.
# Cc1c(-c2ccccc2)nc(N)c(C#N)c1-c1ccco1 @ TNF death inh = 0.9
# O=C(CSCc1ccccc1Br)N/N=C/c1ccccc1C(=O)O @ EBV gp42 inh = 2.4
